Bioassay records (PubChem BioAssay)
FEN1 inh: human FEN1 inhibition. Recombinant FEN1 flap cleavage, fluorescence, 15 min. Potency, µM (titrated, usually from 114 µM), inactives show top-dose activity change, negative = inhibition, hits mostly inhibitors. hit rate 0.35% among 390,000. P39748; further: nearly all actives have a fitted effect of over 65% in size
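In this screen, 50 nM flap DNA substrate was added to 10 nM FEN1 pretreated with compound for 15 min at room temperature; cleavage was followed with reads at 0 and 15 min, and Hill fitting gave concentration–response parameters.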
KAT2A inh: GCN5L2 (KAT2A) acetyltransferase inhibition | GCN5L2 HAT assay, ThioGlo1 CoA-SH fluorescence | hit rate 0.21% among 390,000 | Q92830 | Potency, µM (doses to about 58.9 µM), inactives show at the highest dose activity change, negative = inhibition, hits mostly inhibitors
Target sequence (Q92830 whole entry, looked up): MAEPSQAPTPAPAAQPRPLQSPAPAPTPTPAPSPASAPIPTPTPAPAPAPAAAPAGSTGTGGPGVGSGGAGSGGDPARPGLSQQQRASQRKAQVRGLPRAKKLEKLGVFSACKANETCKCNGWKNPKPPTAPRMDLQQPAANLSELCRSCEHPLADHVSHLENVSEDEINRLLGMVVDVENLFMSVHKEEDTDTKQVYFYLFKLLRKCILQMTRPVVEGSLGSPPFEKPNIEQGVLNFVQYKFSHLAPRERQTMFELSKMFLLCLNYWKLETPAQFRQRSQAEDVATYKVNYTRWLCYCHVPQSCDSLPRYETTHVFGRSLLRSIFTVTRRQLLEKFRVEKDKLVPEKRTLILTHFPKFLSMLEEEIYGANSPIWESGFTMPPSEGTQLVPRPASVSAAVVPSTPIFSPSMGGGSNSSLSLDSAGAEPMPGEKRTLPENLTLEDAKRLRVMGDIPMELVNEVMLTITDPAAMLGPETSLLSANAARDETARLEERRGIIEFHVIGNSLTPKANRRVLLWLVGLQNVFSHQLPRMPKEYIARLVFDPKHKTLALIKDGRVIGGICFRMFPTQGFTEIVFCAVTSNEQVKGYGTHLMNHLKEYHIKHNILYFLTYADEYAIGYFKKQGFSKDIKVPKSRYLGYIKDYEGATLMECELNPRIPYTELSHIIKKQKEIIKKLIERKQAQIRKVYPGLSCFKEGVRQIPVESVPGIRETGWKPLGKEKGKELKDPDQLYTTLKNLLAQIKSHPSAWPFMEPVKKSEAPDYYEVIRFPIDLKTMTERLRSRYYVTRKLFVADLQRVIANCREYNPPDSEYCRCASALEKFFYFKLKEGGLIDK
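ThioGlo1-coupled HAT assay: 20nM GCN5L2, 70uM acetyl-CoA, 75uM H3(1-25) peptide, pH 7.5. Fluorescence read at 340/540nm at start and after 20 min at room temperature.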
N370S GC: inhibitors or activators of N370S glucocerebrosidase for Gaucher disease; N370S GC spleen homogenate, 4MU-glucoside fluorescence; hit rate 0.092% among 330,000; Potency, µM (doses to about 59.4 µM), inactives show at the highest dose activity change, negative = inhibition, hits mostly inhibitors; P04062; AID 2101;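 further: 0% = full enzyme activity and -100% = no enzyme basal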
* marks the source's active call; other numbers are inactive results; ? = inconclusive; / = no result given; & = joins results of further samples; ! = not confirmed by another sample; [ ] = dose if it differs, or a comment. The call rests on the fitted dose curve; in most records, active means well fitted curve in the direction sought with a large enough effect; inconclusive means small, poorly fitted or top-dose-only effect, or another doubt; inactive means no such curve, though single readings can be large; an effect the other way counts as inactive or inconclusive. Unless noted, on the % scale 0 is the no-effect control and ±100 the full control effect; potency means the concentration at half of the fitted maximal effect.

1: COc1cc2c(c(OC)c1OC)-c1c(cc(OC)c(OC)c1OC)CC(C)C(C)C2 (stereo not drawn)
2: Cc1cc(=O)oc2cc(O)ccc12
3: C=C1c2cccc(O)c2C(O)=C2C(=O)[C@@]3(O)C(O)=C(C(N)=O)C(=O)[C@@H](N(C)C)[C@@H]3[C@@H](O)[C@H]12
4: NC(=O)C[C@@H](N)C(=O)O
5: CC1(C)O[C@@H]2C[C@H]3[C@@H]4C[C@H](F)C5=CC(=O)C=C[C@]5(C)[C@@]4(F)[C@@H](O)C[C@]3(C)[C@]2(C(=O)CO)O1
6: Cn1ccc2cc3c(cc21)CCN3C(=O)Nc1cccnc1

Assay by compound | 1 | 2 | 3 | 4 | 5 | 6
FEN1 inh | / | 2% | / | / | -2% | ?
KAT2A inh | 0% | ? | 3.5µM* | -8% | -3% | -9%&-3%&-9%
N370S GC | 3% | ? | 11%[21.6 µM] | 2% | 3% | ?

7: CCCCOc1cc(C(=O)OCCN(CC)CC)ccc1N
8: CC(C)OCc1cc(CN2CCN(c3ccccc3)CC2)c(O)c2ncccc12
9: CN(C)CCCSc1ccccc1NC(=O)/C=C/c1ccccc1
10: CCc1ccccc1OC[C@@H](O)CN[C@H]1CCCc2ccccc21
11: CC[C@@]12CCCN3CCc4c(n(c5ccccc45)[C@](O)(C(=O)OC)C1)[C@H]32
12: CC(C)(C)NCC(O)COc1cccc2c1CC(O)C(O)C2 (stereo not drawn)

Assay by compound | 7 | 8 | 9 | 10 | 11 | 12
FEN1 inh | 14%&6% | 13% | / | 10% | / | 3%
KAT2A inh | -26% | -4% | -9%&-4% | -3%&-13% | 13µM*! | -1%
N370S GC | -31% | / | 0%&-6% | ? | -4% | -2%&-3%

13: Nc1ncnc2c1c(-c1ccc(Oc3ccccc3)cc1)cn2C1CCCC1
14: C[C@@H]1C[C@H]2[C@@H]3CCC4=CC(=O)C=C[C@]4(C)[C@@]3(Cl)[C@@H](O)C[C@]2(C)[C@@]1(OC(=O)c1ccco1)C(=O)CCl
15: O=C(Nc1cc(-c2ccccc2)nn1-c1ccccc1F)c1ccc([N+](=O)[O-])cc1
16: CN(C)C/C=C(\c1ccc(Br)cc1)c1cccnc1
17: C/C(=N\NC(=S)NCc1ccccc1)C1CCCCC1
18: CCC1(O)CC2CN(CCc3c([nH]c4ccccc34)[C@@](C(=O)OC)(c3cc4c(cc3OC)N(C)C3[C@]45CCN4CC=C[C@@](CC)([C@@H](OC(C)=O)[C@]3(O)C(=O)OC)[C@H]45)C2)C1 (stereo partly drawn)

Assay by compound | 13 | 14 | 15 | 16 | 17 | 18
FEN1 inh | -23% | ? | -13% | -6% | 0% | /
KAT2A inh | -17%&-9% | -4% | -2% | -15% | -4% | 1%
N370S GC | -6%&1%&9% | -1% | 0% | -20% | -10% | -4%

19: CN(C(=O)c1c(O)c2ccccc2n(C)c1=O)c1ccccc1
20: CCOC(=O)c1ccc(NC(=O)c2cc(=O)c3ccc(C)c(C)c3o2)cc1
21: CC1O[C@@H](OCC2O[C@@H](Oc3cc(O)c4c(c3)OC(c3ccc(O)cc3)CC4=O)[C@H](O)[C@@H](O)[C@@H]2O)[C@H](O)[C@H](O)[C@H]1O (stereo partly drawn)
22: CC(=O)OCC(=O)[C@@]1(O)CC[C@H]2[C@@H]3CCC4=CC(=O)C=C[C@]4(C)[C@@]3(F)[C@@H](O)C[C@@]21C
23: CC12CCC3C(=CCc4cc(O)ccc43)C1CCC2=O (stereo not drawn)
24: CC(C)(C)NCC(O)COc1cccc2c1C[C@H](O)[C@H](O)C2 (stereo partly drawn)

Assay by compound | 19 | 20 | 21 | 22 | 23 | 24
FEN1 inh | / | -4% | 17% | 1% | / | -3%
KAT2A inh | 3% | -11% | -3% | -5% | 3% | 1%
N370S GC | -3% | / | -10% | ? | -5% | -13%

25: COc1cc(C2Oc3cc(C4Oc5cc(O)cc(O)c5C(=O)C4O)ccc3OC2CO)ccc1O (stereo not drawn)
26: CCn1cc(C(=O)O)c(=O)c2cc(F)c(N3CCNC(C)C3)c(F)c21 (stereo not drawn)
27: O=C(c1ccc(F)cc1)C1CCN(CCn2c(=O)[nH]c3ccccc3c2=O)CC1
28: Cc1ccsc1/C=C\C1=NCCCN1C
29: CCCCCCCCCCCCCCC[C@@H](O)[C@@H](N)CO
30: CC[C@]12CCCN3CCc4c(n(c5ccccc45)[C@](O)(C(=O)OC)C1)[C@@H]32

Assay by compound | 25 | 26 | 27 | 28 | 29 | 30
FEN1 inh | -18% | ? | / | / | -9% | 23%
KAT2A inh | -6% | -9%&12% | -2% | 7%[21.4 µM] | ? | -1%
N370S GC | ? | 3%&9% | -6% | 1%[21.6 µM] | ? | -30%

31: CCOc1ccc2nc(N3CCC(C(=O)Nc4ccccc4CC)CC3)sc2c1
32: CCCCN(CCCC)CCCOC(=O)c1ccc(N)cc1
33: CC1=C(C(=O)O)N2C(=O)[C@@H](NC(=O)[C@@H](N)c3ccc(O)cc3)[C@@H]2SC1
34: O=C(O)Cc1cn(-c2ccccc2)nc1-c1ccc(Cl)cc1
35: CCCCCCCCCCCCOCCOCCOCCOCCOCCOCCOCCOCCOCCO
36: COc1ccc(-c2oc3c(CC=C(C)C)c(O[C@@H]4O[C@H](CO)[C@@H](O)[C@H](O)[C@H]4O)cc(O)c3c(=O)c2O[C@@H]2O[C@@H](C)[C@H](O)[C@@H](O)[C@H]2O)cc1

Assay by compound | 31 | 32 | 33 | 34 | 35 | 36
FEN1 inh | -6% | 16% | / | 8% | / | /
KAT2A inh | -1% | 1% | -13%[21.4 µM] | 0%&-1% | -6%&-12% | -2%
N370S GC | / | -5% | -3%[21.6 µM] | 20% | -7% | -18%

Shown bar-delimited: 11 of the compounds above.
nr | mol | FEN1 inh | KAT2A inh | N370S GC
5 | CC1(C)O[C@@H]2C[C@H]3[C@@H]4C[C@H](F)C5=CC(=O)C=C[C@]5(C)[C@@]4(F)[C@@H](O)C[C@]3(C)[C@]2(C(=O)CO)O1 | -2% | -3% | 3%
6 | Cn1ccc2cc3c(cc21)CCN3C(=O)Nc1cccnc1 | ? | -9%&-3%&-9% | ?
7 | CCCCOc1cc(C(=O)OCCN(CC)CC)ccc1N | 14%&6% | -26% | -31%
8 | CC(C)OCc1cc(CN2CCN(c3ccccc3)CC2)c(O)c2ncccc12 | 13% | -4% | /
9 | CN(C)CCCSc1ccccc1NC(=O)/C=C/c1ccccc1 | / | -9%&-4% | 0%&-6%
10 | CCc1ccccc1OC[C@@H](O)CN[C@H]1CCCc2ccccc21 | 10% | -3%&-13% | ?
11 | CC[C@@]12CCCN3CCc4c(n(c5ccccc45)[C@](O)(C(=O)OC)C1)[C@H]32 | / | 13µM*! | -4%
12 | CC(C)(C)NCC(O)COc1cccc2c1CC(O)C(O)C2 (stereo not drawn) | 3% | -1% | -2%&-3%
13 | Nc1ncnc2c1c(-c1ccc(Oc3ccccc3)cc1)cn2C1CCCC1 | -23% | -17%&-9% | -6%&1%&9%
14 | C[C@@H]1C[C@H]2[C@@H]3CCC4=CC(=O)C=C[C@]4(C)[C@@]3(Cl)[C@@H](O)C[C@]2(C)[C@@]1(OC(=O)c1ccco1)C(=O)CCl | ? | -4% | -1%
15 | O=C(Nc1cc(-c2ccccc2)nn1-c1ccccc1F)c1ccc([N+](=O)[O-])cc1 | -13% | -2% | 0%

(more compounds)
37: CN[C@@H]1[C@H](O)[C@H](NC)[C@H]2O[C@@]3(O)C(=O)C[C@@H](C)O[C@H]3O[C@@H]2[C@H]1O
38: CCN(CC)CCOc1ccc(Cc2ccccc2)cc1
39: COC(=O)c1ccccc1O
40: Cc1cccc(Cc2c(C)nc3c(-c4ccccc4)c(C)[nH]n3c2=O)c1
41: CC(Cc1cccc(C(F)(F)F)c1)NCCOC(=O)c1ccccc1 (stereo not drawn)
42: CN(C)S(=O)(=O)n1cc(/C=C(\NC(=O)c2ccccc2)C(=O)NCCCn2ccnc2)c2ccccc21

Assay by compound | 37 | 38 | 39 | 40 | 41 | 42
FEN1 inh | -2% | / | / | 10% | -6%&3% | 16%&-2%
KAT2A inh | -10% | -5% | -21% | -8% | -3%&-1%&-8% | 2%&-1%
N370S GC | -3%&-12%&10% | 18%&-13% | 4% | / | ? | -12%

43: Cc1cc(Cn2cnc3c2C[C@@H](C(=O)O)N(C(=O)C(c2ccccc2)c2ccccc2)C3)ccc1N(C)C
44: CCC1OC(=O)C[C@H](O)C(C)[C@@H](O[C@@H]2OC(C)C(O)C(N(C)C)C2O)C(CCN2CC(C)CC(C)C2)CC(C)C(=O)/C=C/C(C)=C\[C@@H]1COC1OC(C)C(O)C(OC)C1OC (stereo partly drawn)
45: CCCC(=O)O[C@]1(C(=O)CCl)[C@@H](C)C[C@H]2[C@@H]3CCC4=CC(=O)C=C[C@]4(C)[C@@]3(F)C(=O)C[C@@]21C
46: Cc1ccc(C)c(Nc2nc3nonc3nc2Nc2cccc(C)c2C)c1
47: Cc1c(Cl)cccc1NC(=O)Cn1cc(C(=O)C2CCCCC2)c2ccccc21
48: COc1ccc(C(=O)c2ccccc2)c(O)c1

Assay by compound | 43 | 44 | 45 | 46 | 47 | 48
FEN1 inh | / | / | -16% | -6% | 17% | 6%
KAT2A inh | -10% | -5% | -6% | -17% | 3% | -12%
N370S GC | 8% | -2% | 9% | / | / | 13%

49: Cc1ccccc1OCC(O)CO (stereo not drawn)
50: CCCC1(c2ccccc2)NC(=O)N(CC(=O)N(C)Cc2c(F)cccc2Cl)C1=O (stereo not drawn)
51: O=C(NC1CCN(CCc2c[nH]c3ccccc23)CC1)c1ccccc1
52: CCN(CC)CC1CCCCN1CC(=O)N1c2ccccc2C(=O)Nc2cccnc21 (stereo not drawn)
53: N=c1nc(N2CCCCC2)cc(N)n1O
54: O=C1NC(=S)S/C1=C\C=C\c1ccc([N+](=O)[O-])o1

Assay by compound | 49 | 50 | 51 | 52 | 53 | 54
FEN1 inh | / | 0% | 15% | / | 15%&-1% | 32µM*
KAT2A inh | 11% | -3% | 44%&4% | 11%&3% | -4% | -23%
N370S GC | -10% | -10% | 5%&-2% | -5%&12% | 0% | -3%

55: Cc1onc(-c2ccccc2Cl)c1C(=O)N[C@H]1C(=O)N2[C@H]1SC(C)(C)[C@H]2C(=O)O
56: CC1CCC2(C(=O)O)CCC3(C)C(=CCC4C3(C)CCC3[C@@]4(C)CC(O)C(O)[C@@]3(C)CO)C2C1C (stereo partly drawn)
57: CCCOc1ccc2nc(NC(=O)OC)[nH]c2c1
58: C[C@@]12CC[C@H]3[C@@H](CCC4=CC(=O)CC[C@]43C)[C@H]1CC[C@H]2C(=O)CO
59: CCc1cccc(CC)c1NC(=O)CN(CC(=O)O)CC(=O)O
60: CCCCCCCCCCCCCCCC(O)C(N)CO (stereo not drawn)

Assay by compound | 55 | 56 | 57 | 58 | 59 | 60
FEN1 inh | / | / | / | / | -2% | -5%
KAT2A inh | 0%[21.4 µM] | -14% | 0% | 0%[21.4 µM] | -24% | 3%
N370S GC | 2%[21.6 µM] | 10% | 14%&-7% | 11%[21.6 µM] | -14% | ?

61: C[C@@H]1CC[C@]2(C(=O)O)CC[C@]3(C)C(=CCC4[C@@]5(C)C[C@@H](O)[C@H](O)[C@@](C)(CO)C5CC[C@]43C)C2[C@H]1C (stereo partly drawn)
62: CCOC(=O)c1sc(NC(=O)c2c(-c3ccccc3)c(-c3ccccc3)nn(C)c2=O)nc1C
63: O=C(c1ccccn1)N(Cc1cccs1)C1(C(=O)NC2CCCCC2)CCCCC1
64: COc1ccc(-c2cc(C(F)F)nn2-c2ccc(S(N)(=O)=O)cc2)cc1F
65: CCN(CCCCOC(=O)c1ccc(OC)c(OC)c1)C(C)Cc1ccc(OC)cc1 (stereo not drawn)
66: C[C@@H]1c2cccc(O)c2C(O)=C2C(=O)[C@@]3(O)C(O)=C(C(N)=O)C(=O)[C@@H](N(C)C)[C@@H]3[C@@H](O)[C@@H]21

Assay by compound | 61 | 62 | 63 | 64 | 65 | 66
FEN1 inh | / | -14% | 1% | / | -6% | /
KAT2A inh | 30% | -14% | -2% | -2% | -1%&2% | -2%[21.4 µM]
N370S GC | 2% | / | 2% | -13% | -3%&-7% | -8%[21.6 µM]

67: CC1(C)[C@@H](O[C@H]2O[C@H](C(=O)O)[C@@H](O)[C@H](O)[C@H]2O[C@@H]2O[C@H](C(=O)O)[C@@H](O)[C@H](O)[C@H]2O)CC[C@]2(C)[C@H]3C(=O)C=C4[C@@H]5C[C@@](C)(C(=O)O)CC[C@]5(C)CC[C@@]4(C)[C@]3(C)CC[C@@H]12
68: COc1cc(C=O)ccc1O
69: CC(C)NNC(=O)c1ccncc1
70: Cc1nc2c3ccccc3nc(NNC(=O)CCC(=O)N3CCN(c4ccccc4F)CC3)n2n1

Assay by compound | 67 | 68 | 69 | 70
FEN1 inh | / | / | 15% | 19%&12%
KAT2A inh | 16% | -12% | ? | -2%&-1%
N370S GC | -6% | -8%&-5% | -3% | -1%

Only part of the results is shown (hit frequency here may not be typical).
